MsrA inh – bovine MsrA inhibition. purified bovine MsrA, absorbance read-out. inhibition, % at 15.5 µM. 360,000 compounds, 0.75% hits; in the data active means inhibition above about 4.5%;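 further: 0% = vehicle wells with enzyme and 100% = reference inhibitor wells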
MsrA act – bovine methionine sulfoxide reductase A activation; purified bovine MsrA, absorbance read-out; activation, % at 10.6 µM; 360,000 compounds, 0.3% hits; AID 602163; in the data active means activation above about 7.5%;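 further: 0% = vehicle and 100% = reference activator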
SKN-1 inh – inhibitors of C. elegans SKN-1. inhibition, % at 21.8 µM. 360,000 compounds, 0.49% hits. C. elegans VP596 Pgst-4::GFP/RFP ratio, acrylamide-induced, 24 h;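 active means interference check ratio from 0.5 to 1.5 plus GFP to RFP signal ratio inhibition reaching or exceeding a fixed threshold, cut at about 30% in these data, passing the limit was not always enough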; further: some compounds called inactive have numbers as strong as hits
E coli Lon inh – inhibits E. coli Lon protease; purified E. coli Lon protease, fluorescence polarization; AID 602123; P0A9M0; 360,000 compounds, 0.42% hits; inhibition, % at 7.94 µM; in the data active means inhibition above about 13%, passing the limit was not always enough;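 further: 0% = enzyme with probe and DMSO and 100% = no enzyme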
MLLE-PAM2 inh – blocks PAM2 peptide binding to the PABP1 MLLE domain; GST-MLLE / FITC-PAM2 fluorescence polarization; inhibition, % at 20 µM; 360,000 compounds, 0.36% hits; AID 588489; in the data active means inhibition above about 35%, passing the limit was not always enough;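 further: plate controls were DMSO wells with GST-MLLE for no effect and wells lacking GST-MLLE protein for full effect; some results filed as inactive read as strong as hits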
Target sequence (P11940 whole entry, looked up, the tested form may be a part): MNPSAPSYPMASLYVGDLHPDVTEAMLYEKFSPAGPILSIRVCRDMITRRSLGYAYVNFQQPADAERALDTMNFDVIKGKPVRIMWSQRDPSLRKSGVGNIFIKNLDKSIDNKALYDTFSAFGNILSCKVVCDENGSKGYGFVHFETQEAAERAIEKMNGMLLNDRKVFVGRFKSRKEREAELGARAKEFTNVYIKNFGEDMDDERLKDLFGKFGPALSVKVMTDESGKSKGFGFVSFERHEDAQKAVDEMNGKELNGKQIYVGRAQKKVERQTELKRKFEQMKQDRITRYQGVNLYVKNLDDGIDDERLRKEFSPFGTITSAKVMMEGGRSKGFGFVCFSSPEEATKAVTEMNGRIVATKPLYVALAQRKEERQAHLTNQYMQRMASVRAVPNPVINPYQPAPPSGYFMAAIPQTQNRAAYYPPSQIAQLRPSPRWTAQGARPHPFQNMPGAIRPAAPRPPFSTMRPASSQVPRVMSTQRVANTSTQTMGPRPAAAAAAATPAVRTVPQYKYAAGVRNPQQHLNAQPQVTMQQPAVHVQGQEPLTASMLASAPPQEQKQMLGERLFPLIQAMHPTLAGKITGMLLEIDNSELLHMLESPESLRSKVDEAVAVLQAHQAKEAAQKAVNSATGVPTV
NRP1-CendR mod – alters CendR peptide binding to human NRP-1. 360,000 compounds, 0.85% hits. O14786. inhibition, % at 25 µM. FAM-RPARPAR peptide binding to NRP-1, fluorescence polarization;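 active means inhibition or corrected inhibition above about 18%, plus a signal ratio from 0.5 to 1.5, limit read from the data, passing the limit was not always enough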; further: strong numbers were not always called active
Tb MetRS inh – Trypanosoma brucei MetRS inhibition. purified T. brucei MetRS, ATP depletion, Kinase-Glo luminescence. inhibition, % at 11.9 µM. 360,000 compounds, 0.4% hits;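 active means inhibition above a per-plate cutoff of the control wells' mean inhibition plus 3 SD, cut at about 5.5% in these data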;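 further: 0% = DMSO wells median and 100% = median of wells with control inhibitor compound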
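System: purified T. brucei MetRS enzyme / Detection: Kinase-Glo luciferase luminescence reporting remaining unconsumed ATP / Medium: HEPES buffer with MgCl2, KCl, DTT, spermine, BSA, pyrophosphatase / Replication: singlicate, one well per compound / Evaluation: percent inhibition relative to median high and low control wells / Schedule: 2 h aminoacylation at 25 °C after 15 min preincubation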
FAS-TE inh – FAS thioesterase (human) inhibition | inhibition, % at 15 µM | 360,000 compounds, 0.67% hits | P49327 | recombinant FAS-TE, OMFH fluorogenic substrate, fluorescence endpoint;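 active means compounds whose normalised, plate-corrected inhibition of enzyme fluorescence in the single-dose primary screen is 50% or more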;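 further: 0% = DMSO with enzyme and 100% = substrate without enzyme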
MT1-MMP act inh – inhibitors of human MT1-MMP activation; HT1080 RFP-PRO-GFP cells, GFP/RFP ratio fluorescence, overnight; percent of plate control window, DMSO zero; GFP/RFP ratio change, % at 20 µM; 360,000 compounds, 0.061% hits; AID 651647;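 active means GFP/RFP ratio change of at least 30% with cell ATP level not reduced by more than half and red fluorescence within 50% of control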; further: strong numbers were not always called active
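Assay system: HT1080 RFP-PRO-GFP cells. Benchmarks: DMSO vehicle wells and RFP-L50D-GFP reporter cell wells. Times: overnight cell settling, then overnight compound exposure, 37 °C, 5% CO2. Compound: 20 µM single dose, 1% DMSO. Read-out basis: GFP/RFP fluorescence ratio.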
* marks the source's active call; other numbers are inactive results; . = no result given. Rows are unselected; any-hit rate near 4%.

Molecule	SKN-1 inh	Tb MetRS inh	MT1-MMP act inh	FAS-TE inh	NRP1-CendR mod	MsrA act	MsrA inh	E coli Lon inh	MLLE-PAM2 inh
COC(=O)CCCC1=CC2=C(c3ccccc3)C(=O)C(C)(OC(=O)C3CCCC3)C(=O)C2=CN1Cc1ccco1 (stereo not given)	-9	-0.2	-17	-3	30*	-1	-0.2	-2	37
COc1ccc(NC(=O)CN2CCC(C(N)=O)(N3CCCCC3)CC2)c(OC)c1	-2	-0.1	-2	-2	8	-4	1.3	1	6
COc1ccccc1CNc1nc(NCc2cnc(C)cn2)c2sccc2n1	4	0.4	-3	-6	2	0	0.3	0	3
O=c1c2oc3ccccc3c2ncn1Cc1ccc(F)cc1	-2	-0.8	5	3	-2	-5	0.1	7	-7
O[C@@H]1C[C@H](c2ccc(Cl)cc2)N(CC2CCCCC2)C[C@H]1n1cc(C2CC2)nn1	10	-1.5	2	3	-22	-1	-0.4	3	-3
O=c1oc2ccccc2c(NC2CCCCC2)c1NS(=O)(=O)c1ccc(Cl)cc1	15	0.0	-3	22	-5	0	0.8	3	3
CS(=O)(=O)c1ccc(NC(=O)c2ccc3c(c2)S(=O)(=O)N=C2CCCCCN23)cc1	18	-0.1	1	-5	-2	-2	1.2	9	11
COc1ccc(NC(=O)Nc2ccccc2SC)c(OC)c1	5	-0.5	.	-1	1	-2	-0.4	9	15
Cc1ccc(N2CC(NC(=O)N3CCN(C(=O)c4ccco4)CC3)CC2=O)cc1 (stereo not given)	-4	-0.4	7	-7	6	-9	-1.4	3	3
CCOc1ncccc1C(=O)OC(C)C(=O)Nc1ccc(CC)cc1 (stereo not given)	-5	0.3	3	7	0	-2	0.4	2	-30
CCCCc1c(O)nc(SC2CC(=O)N(c3ccc(C(=O)OCC)cc3)C2=O)[nH]c1=O (stereo not given)	18	0.1	-7	3	11	-2	1.9	-2	26
Cc1ccc2nc(NC(=O)C3=NN(c4ccccc4)C(=O)CC3)sc2c1	3	0.1	8	27	-4	-4	1.5	3	-15
Cc1ccc(C(=O)CSc2ncnc3ccccc23)o1	10	0.5	-4	-4	-4	-5	1.4	-3	33
CC1CCN(Cc2cnc(Cl)s2)CC1	16	-1.1	9	-9	2	-1	-0.1	-3	-1
O=C(O)Cn1ncc2c1-c1ccoc1CC2	-1	-0.2	1	-8	-3	-2	0.4	-12	7
COc1ccc(-n2nc3c(N4CCC(C(=O)N5CCCCCC5)CC4)nnc(C)c3c2C)cc1	3	-0.2	-5	-6	-40	-4	0.3	-8	-49
CCc1cccc(NC(=O)CN(C)S(=O)(=O)c2cccs2)c1	-7	-1.5	-2	0	4	-5	-0.1	-11	-1
Cc1cc(C)n(-c2nnc(C)n2/N=C/c2ccc(O)cc2)n1	1	-1.0	2	-6	-17	-7	2.8	1	7
O=C(Nc1ccncc1)c1cccc(F)c1	-2	-0.6	4	-9	1	-7	0.7	1	7
O=C(NCc1ccccc1Cl)/C(=C\c1cccnc1)NC(=O)c1ccccc1	23	-0.5	1	-3	-2	-3	-0.6	3	5

Molecule	SKN-1 inh	Tb MetRS inh	MT1-MMP act inh	FAS-TE inh	NRP1-CendR mod	MsrA act	MsrA inh	E coli Lon inh	MLLE-PAM2 inh
COc1ccc(CN2CCC(C(=O)c3cccc(Cl)c3)CC2)cc1	-2	-1.0	2	0	2	-3	-0.9	-1	0
Cc1ccc(C(=O)N2CCC(C(N)=O)CC2)cc1C	6	-0.2	6	-9	4	-1	-0.2	-5	0
CCOC(=O)N1CCC(N(CCOC)C(=O)Nc2ccc(Cl)cc2)CC1	23	-0.8	3	-4	8	-3	-1.0	-12	1
COc1ccc(S(=O)(=O)N2CCCCCC2)cc1C(=O)Nc1ccc(C(=O)N(C)C)cc1	7	-0.4	1	-9	-5	-7	-0.4	-1	-1
COc1ccc(-c2cc(-c3ccc(F)cc3)nc(N3CCN(C)CC3)n2)cc1	30	0.3	-14	22	-2	0	0.7	2	-4
O=C(NCCCN1CCCC1=O)C1CCN(S(=O)(=O)c2ccccc2)CC1	-4	0.4	-1	-1	-3	-2	0.2	-4	14
C#CCOCCOCCOCCNc1nc(N2CCN(C(=O)[C@H]([C@@H](C)O)n3cc(CCCCN)nn3)CC2)nc(N2CCN(C(=O)[C@H](CCCCN)n3cc(CCC(=O)O)nn3)CC2)n1	5	-0.2	8	0	10	-2	-1.5	-2	-15
N#C/C(=C\Nc1ccc(F)c(Cl)c1)S(=O)(=O)c1ccccn1	-18	0.1	0	-3	4	-4	1.7	1	-11
Cc1ccc(NC(=O)CSc2ccccc2NC(=O)c2ccccc2)cc1Cl	7	0.0	-4	-6	-1	-3	-0.2	-2	1
COC(=O)C(=NNc1c(C)n(C)n(-c2ccccc2)c1=O)C(=O)OC	-4	-0.5	3	-11	1	-8	3.3	-6	-3
COCCNC(=O)Cc1ccc(F)cc1	-5	-0.5	1	-12	2	-3	-0.2	-4	8
COc1cc(C(C(=O)NCC2CCCO2)N(C(=O)Cn2nnc3ccccc32)c2ccc(OC)c(OC)c2)ccc1O (stereo not given)	8	-0.1	5	-6	7	-3	1.5	-7	-5
CCOC(=O)c1c(Nc2nc(C)c(C(=O)NC)s2)sc(C)c1C	-7	-1.2	-5	3	-12	1	1.1	-8	18
Oc1[nH]c2ccccc2c1N=NC(=S)NCCc1ccccc1	15	-0.4	-2	19	-5	0	0.7	3	24
Cc1ccc2cc(CCNC(=O)Cc3cccs3)c(=O)[nH]c2c1	-9	-0.4	1	-7	-10	-3	1.1	-10	-15
CC(=O)N1c2ccc(S(=O)(=O)N3CCCC(C(=O)N4CCCCC4)C3)cc2CC1C (stereo not given)	6	-0.3	-1	-4	-5	-3	0.3	-1	-8
CCOC(=O)c1c(C)[nH]c(C(=O)NCCN2CCOCC2)c1C	1	-0.2	-1	-2	8	-2	-0.8	-4	-7
CC(C)CC(C(=O)O)N(Cc1ccccc1)Cc1ccccc1 (stereo not given)	15	-0.9	0	-3	4	-2	0.3	-16	0
O=C(NCCCN1CCCC1=O)C1CCN(S(=O)(=O)c2cc(C(F)(F)F)ccc2Cl)CC1	1	0.1	3	-5	8	-1	1.0	-20	17
COc1ccc(NC(=S)N2CCC(NC(=O)C3CCCCC3)CC2)cc1	-9	-0.8	3	-3	-1	-5	0.0	8	-65

Some of the entries so far, with values under each structure:
Second line of a record – SKN-1 inh, Tb MetRS inh, MT1-MMP act inh, FAS-TE inh, NRP1-CendR mod, MsrA act, MsrA inh, E coli Lon inh, MLLE-PAM2 inh
O=c1oc2ccccc2c(NC2CCCCC2)c1NS(=O)(=O)c1ccc(Cl)cc1
  15, 0.0, -3, 22, -5, 0, 0.8, 3, 3
Cc1ccc(N2CC(NC(=O)N3CCN(C(=O)c4ccco4)CC3)CC2=O)cc1 (stereo not given)
  -4, -0.4, 7, -7, 6, -9, -1.4, 3, 3
COC(=O)CCCC1=CC2=C(c3ccccc3)C(=O)C(C)(OC(=O)C3CCCC3)C(=O)C2=CN1Cc1ccco1 (stereo not given)
  -9, -0.2, -17, -3, 30*, -1, -0.2, -2, 37
O=C(NCc1ccccc1Cl)/C(=C\c1cccnc1)NC(=O)c1ccccc1
  23, -0.5, 1, -3, -2, -3, -0.6, 3, 5

Next part
Molecule	SKN-1 inh	Tb MetRS inh	MT1-MMP act inh	FAS-TE inh	NRP1-CendR mod	MsrA act	MsrA inh	E coli Lon inh	MLLE-PAM2 inh
CC(Oc1ccc(-c2ccccc2)c(F)c1)c1ccn(S(=O)(=O)c2ccc(Br)cc2)n1 (stereo not given)	-17	0.1	-10	25	10	-2	1.2	-5	-8
CC(NC(N)=O)C(=O)Nc1ccc(Cl)c(S(=O)(=O)Nc2ccc(Cl)cc2)c1 (stereo not given)	1	-0.9	1	-9	5	-13	-0.1	8	8
Cn1c(SCc2ccccc2Cl)nc(C(F)(F)F)cc1=O	4	-0.4	-10	30	5	-4	-0.4	-8	-4
O=C(O)C1CC(c2ccccc2)=NO1 (stereo not given)	11	-0.4	3	-5	-2	0	-0.2	2	4
CN(C)S(=O)(=O)c1ccc(NCC2COc3ccccc3O2)c([N+](=O)[O-])c1 (stereo not given)	7	0.0	-1	-161	-13	-5	-0.1	-5	5
O=c1c2cc(N3CCOCC3)ccc2[nH]c(=S)n1CC1CCCO1 (stereo not given)	-12	0.5	7	0	-6	-2	0.2	4	-23
NS(=O)(=O)c1ccc(NC(=O)COC(=O)CCC2CCCCC2)cc1	3	0.1	3	-1	19	1	-0.5	-1	-55
Cc1cc(C(=O)COc2cccc(-n3cnnn3)c2)c(C)n1-c1ccccc1	8	-0.1	9	36	-6	-8	-1.0	9	-4
CCCCN(CC)CCCNC(=O)c1csc2c1CCCCC2	3	-0.8	1	-5	15	-3	-0.1	3	-2
O=C(Nc1nnc(-c2ccco2)o1)c1cccc(N2C(=O)CCC2=O)c1	7	0.4	-1	-3	1	-2	2.5	-13	10
COc1ccc(C(=O)/C(=C\N(C)C)n2nc(C)cc2C)cc1	4	0.1	-1	-6	1	-4	2.1	3	10
Cc1ccc(S(=O)(=O)N(C)CC(=O)NNC(=O)CCS(=O)(=O)c2ccccc2)cc1	-7	-0.1	-2	-7	3	-2	-1.2	1	7

Given with values under each structure: part of the list above
Results follow in this order: SKN-1 inh | Tb MetRS inh | MT1-MMP act inh | FAS-TE inh | NRP1-CendR mod | MsrA act | MsrA inh | E coli Lon inh | MLLE-PAM2 inh
Cn1c(SCc2ccccc2Cl)nc(C(F)(F)F)cc1=O
    4 | -0.4 | -10 | 30 | 5 | -4 | -0.4 | -8 | -4
O=C(O)C1CC(c2ccccc2)=NO1 (stereo not given)
    11 | -0.4 | 3 | -5 | -2 | 0 | -0.2 | 2 | 4
